# TAG inh: inhibitors of triacylglycerol accumulation, primary screen, cell-based, uHTS, fluorescence, H9c2; H9c2 cells, Nile Red lipid (TAG) fluorescence; cells loaded with 200 µM oleic acid; inhibition, % at 12.5 µM; AID 651582, 2012; 0.66% of 230,000 active;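 active = pattern-corrected inhibition of lipid staining of at least 50% with the nuclear-stain viability signal not falling by more than 50%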;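 note: 0% = DMSO wells and 100% = triacsin C control wells; some results filed as inactive read as strong as hits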
# TAG inh DAPI viability: second read-out of TAG inh, no call of its own (marks repeat the call); DAPI nuclei signal change (viability), lower = more cytotoxic, %;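 whole-well DAPI fluorescence read on a plate reader as a viability signal; minus 50 percent equals half of cells still viable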
# * = called active by the depositor; i = inactive.
SMILES,TAG inh,TAG inh DAPI viability
Cc1ccc(S(=O)(=O)c2c(C)cc(C)nc2Oc2cccc(C(F)(F)F)c2)cc1,1.0,-9.8
CC(=O)NC(c1cccs1)c1cc(Cl)c2ccccc2c1O (stereo not drawn),-4.8,-6.2
CCc1nnc(NC(=O)c2ccc(S(=O)(=O)N(CC)Cc3ccccc3)cc2)o1,5.7,6.5
C(=C\c1ccco1)/C1=NN(c2ccccc2)C(c2ccco2)C1 (stereo not drawn),3.0,i
Cc1c(C(=O)NC(=S)NCc2cccnc2)oc2ccccc12,-10.1,8.8
COCCOC(=O)C1=C(C)N(c2ccccc2)C(=S)NC1c1ccccc1C(F)(F)F (stereo not drawn),-44.9,0.8
CNc1nccc(-c2ccc(Cl)cc2)c1C#N,1.5,27.1
C=CCC(CC=C)(NC(=O)c1ccccc1)c1ccccc1,-8.4,-2.8
O=C(O)c1cc(S(=O)(=O)N2CCN(c3ccccn3)CC2)ccc1Cl,-14.9,6.9
COc1ccc(CN(C2CC2)S(=O)(=O)c2ccccc2Br)cc1,-4.0,-0.9
Cc1ccc(S(=O)(=O)Nc2cccc3c2O[C@H](CN(C)Cc2ccccc2)[C@@H](C)CN([C@H](C)CO)C3=O)cc1,-46.1,-1.9
CN(C)C1(CNC(=O)C2CCN(S(=O)(=O)c3ccccc3C(F)(F)F)CC2)CCCCC1,2.7,0.1
CCOc1ccc(C(=O)N(c2ccccn2)C2CCCCC2)cc1,-6.4,-1.0
CC(C)CN1C(=O)C(=Nc2cccnc2)c2ccccc21,40.2,-28.0
COc1ccc(OC)c(CNC(=O)CCCc2cn(C)c3ccccc23)c1,-13.1,8.6
Cc1cc(C(=O)Nc2ccc(Cl)c(S(=O)(=O)N3CCOCC3)c2)c2ccccc2n1,9.5,-6.5
CCOCCn1c(=NC(=O)CSCC(=O)N2CCOCC2)sc2cc(OC)ccc21,9.3,-2.9
O=C(NNCc1ccccc1)c1ccccc1,18.2,-3.9
COC(=O)c1ccc(NC(=O)Cn2nnc3ccccc32)cc1,-33.5,3.3
Cc1noc(-c2ccccc2)c1NC(=O)Nc1ccc(Cl)cc1,-5.1,-5.3
O=C(CCn1cnc2ccccc21)N/N=C/C=C/c1ccccc1,-22.9,-1.6
Cc1ccc2c(Cl)cc(Cl)c(OCC(=O)N3CCCC3)c2n1,13.0,-11.2
CCN(CC(=O)Nc1ccc(OC)cc1)C(=O)Cc1ccc(OC)c(S(=O)(=O)N2CCOCC2)c1,-1.2,-9.2
CN(C(=O)COC(=O)c1ccc2c(c1)OCCO2)C1CCCCC1,-1.3,-2.3
COc1ccc(C(=O)NCC(c2ccco2)N2CCc3ccccc32)cc1OC (stereo not drawn),-9.4,1.2
CCOC(=O)N1CCN(C(=O)C2CCC(CNS(=O)(=O)c3ccc(Cl)cc3)CC2)CC1 (stereo not drawn),-11.3,-6.6
COc1ccc(CC(=O)Nc2ncc([N+](=O)[O-])s2)cc1OC,-2.6,11.5
COC(=O)C1=CN(CC2CCCO2)C=C(C(=O)OC)C1c1ccccc1C(F)(F)F (stereo not drawn),11.2,48.3
CC(C)=NOc1nc(NC(=O)NS(=O)(=O)c2ccccc2Cl)nc(N(C)C)n1,6.8,-14.3
O=S(=O)(Nc1ccc(C(O)(C(F)(F)F)C(F)(F)F)cc1)c1ccc(Cl)c2nonc12,3.7,-1.7
O=C(O)/C=C/C(=O)NCCNc1ncc(C(F)(F)F)cc1Cl,-11.0,1.5
COc1cccc(C(=O)NCCS(=O)(=O)NCc2ccccn2)c1,-7.3,3.2
COCCCN(C(=S)NC(=O)c1ccc(Br)cc1)c1c(N)n(Cc2ccccc2)c(=O)[nH]c1=O,-6.3,5.0
CSCCCN1CCCC(CO)(Cc2ccccc2F)C1 (stereo not drawn),-5.5,16.2
O=C(c1cccc(-n2cccc2)c1)N1CCN(S(=O)(=O)c2ccc(F)cc2)CC1,10.9,-13.2
Cc1nc2sc(C(c3ccco3)N3CCN(c4ccc(F)cc4)CC3)c(O)n2n1 (stereo not drawn),3.4,1.5
Cc1nn(C)c(Oc2cccc(Cl)c2)c1C#N,1.7,6.5
O=C(/C=C\Nc1ccc2c(c1)OCO2)c1ccc(Cl)s1,0.3,7.3
CC(=O)Nc1ccc(S(=O)(=O)N(Cc2ccccc2)c2ccccc2F)cc1,-9.3,13.2
C[C@@H]1CN([C@@H](C)CO)C(=O)CCCn2nncc2CO[C@H]1CN(C)Cc1ccc(-c2ccccc2)cc1,-1.2,2.0
O=C(COC(=O)c1ccccc1NC(=O)c1ccccc1)c1ccc([N+](=O)[O-])cc1,-23.3,10.7
CC(=O)N(C)N1c2ccccc2CCc2ccccc21,-12.2,-2.7
CNC(=O)c1cccn1-c1ccsc1C(=O)OC,-4.1,-5.5
Cc1ccc(-c2nc(N)sc2CC(=O)OCC(=O)NCCC(C)C)cc1,1.7,-0.2
O=C(OCc1ccccc1)c1cccc(-c2nnn(Cc3ccccc3)n2)c1,-1.5,2.3
Oc1ccc(-c2cccc(-c3ccc(O)cc3)n2)cc1,0.2,-22.2
O=C1CC2CC1C(C(=O)O)C2C(=O)O (stereo not drawn),-12.4,6.1
CCCCOc1ccccc1-c1cc(C(=O)O)[nH]n1,-3.5,9.7

# Record cards, as listed above. Screens in order: TAG inh, TAG inh DAPI viability
# Listed for CC(=O)Nc1ccc(S(=O)(=O)N(Cc2ccccc2)c2ccccc2F)cc1 = -9.3, 13.2
# Listed for O=C1CC2CC1C(C(=O)O)C2C(=O)O (stereo not drawn) = -12.4, 6.1

# Next part
SMILES,TAG inh,TAG inh DAPI viability
CCOC(=O)N1CCC2(CC1)C(C#N)=C(N)Oc1n[nH]c(C)c12,7.2,77.6
CCCCN(C=O)c1c(CC)nc2ccc(C(=O)NCCc3c[nH]c4ccccc34)cn12,-4.9,9.7
O=C1NCCc2c1[nH]c1ccccc21,1.4,-5.1
Cc1nc(CN(C)C(=O)c2ccccc2OC2CCN(S(C)(=O)=O)CC2)cs1,2.7,-1.8
Cn1nnnc1SCc1nc2scc(-c3ccc(Cl)cc3)c2c(=O)[nH]1,8.7,-12.0
CC(C)Cc1nnc(NC(=O)c2cc(S(=O)(=O)N(C)C)ccc2N2CCCC2)s1,0.3,-8.1
Cc1ccc(C(C)C)c(OCC(=O)Nc2ccc(Cl)cn2)c1,-1.0,4.4
CS(=O)(=O)Nc1cccc(C(=O)CC2(O)C(=O)Nc3ccccc32)c1 (stereo not drawn),-1.0,9.7
O=C1C(=Cc2ccccc2[N+](=O)[O-])Cc2ccccc21,84.1,-66.8
Cc1cc(C(=O)NNc2ccccc2F)no1,-9.5,-5.3
COc1cccc(NC(=O)c2ccc(CN3CCc4ccccc4C3)cc2)c1,-18.1,15.3
Cc1nnc(NC(=O)CSCc2c(C)noc2C)s1,-2.9,-3.7
c1ccc(-c2noc(CCC3CCCC3)n2)cc1,-0.4,1.6
COc1cccc(N=C(N)N=C(N)N)c1,13.7,-21.1
O=C(/C=C/c1ccc(Cl)cc1)NC1CCS(=O)(=O)C1 (stereo not drawn),6.9,-10.2
Cc1ccc(C(=O)CNc2ccc(Cl)cc2)cc1,-13.3,4.7
Cc1ccccc1-c1nc(CS(=O)(=O)CC(=O)NCCCN2C(C)CCCC2C)c(C)o1 (stereo not drawn),0.0,14.0
CCCCOc1ccc(C(=O)NCC(=O)NCc2ccccn2)cc1,-9.0,6.9
CCOC(=O)c1c(NC(=O)CSC(=S)N(C)C)sc(C)c1C,1.4,-5.5
Cn1c(=O)oc2cc(S(=O)(=O)NCc3ccco3)ccc21,2.3,1.3
COC(=O)[C@@]12CCCCN1[C@H](c1ccc(-c3ccc(Cl)c(Cl)c3)c(OC)c1)[C@@H]1C(=O)N(C)C(=O)[C@@H]12,-11.0,0.4
O=C(COC(=O)C1CCN(S(=O)(=O)c2ccccc2)CC1)NCCc1ccccc1,-3.3,-4.1
CC1(C(=O)NCc2cccs2)CCN1C(=O)Cc1ccc(Cl)cc1Cl (stereo not drawn),2.0,-9.8
CCN1/C(=C2\C(=O)N(C)C(=S)N2C)C=Cc2cc(OC)ccc21,9.3,10.9

# Laid out differently: three of the compounds above.
O=C(COC(=O)C1CCN(S(=O)(=O)c2ccccc2)CC1)NCCc1ccccc1
  TAG inh: -3.3	TAG inh DAPI viability: -4.1

CC1(C(=O)NCc2cccs2)CCN1C(=O)Cc1ccc(Cl)cc1Cl (stereo not drawn)
  TAG inh: 2.0	TAG inh DAPI viability: -9.8

CCN1/C(=C2\C(=O)N(C)C(=S)N2C)C=Cc2cc(OC)ccc21
  TAG inh: 9.3	TAG inh DAPI viability: 10.9

# More entries:
SMILES,TAG inh,TAG inh DAPI viability
COC(/C=C/Nc1ccc(Cl)cc1)=C(C#N)C#N,-8.0,-0.2
O=[N+]([O-])c1ccc2c(c1)C(N1CCOCC1)/C(=C/COc1ccc3ccccc3c1Br)O2 (stereo not drawn),-4.8,0.7
O=C(COc1coc(CN2CCN(c3ccc(F)cc3)CC2)cc1=O)NCC1CCCO1 (stereo not drawn),-0.3,-1.9
O=[N+]([O-])c1cc(C=Nc2ccc3ccccc3c2)ccc1Br,7.8,12.3
O=C1CC(c2ccccc2)=C(c2ccccc2)C1c1ccccc1 (stereo not drawn),7.0,-0.4
CCN1CCN(c2ccc(S(=O)(=O)N3CCCCC3)cc2NC(=O)c2cccc(F)c2)CC1,9.3,1.1
COc1ccc2c(c1)OC[C@H]1[C@H]2N2C(=O)c3cc(C)ccc3NC(=O)[C@@]2(C)[C@H]1c1ccccc1,-10.0,-11.2
C#CCOCCOCCOCCNc1nc(N2CCN(C(=O)Cn3cc(CCCN=C(N)N)nn3)CC2)nc(N2CCN(C(=O)[C@H](CCCCN)n3cc(CCCC)nn3)CC2)n1,-7.7,4.9
COc1c(O)ccc(/C=N\NC(=O)c2ccc3c(c2)OCO3)c1[N+](=O)[O-],-7.1,4.7
Nc1ccnc(=O)[nH]1,1.4,2.0
CCC[C@@H](CN1CCC[C@H]1CN1C(N)=NC[C@H]1CC(C)C)N1C[C@@H]([C@H](C)CC)N(CCc2ccc(Cl)c(Cl)c2)C1=N,-5.6,21.2
O=c1[nH]n(-c2ccc(Cl)cc2)c2ncccc12,11.5,-9.1

# Part of the list above in order of SMILES length, falling.
SMILES,TAG inh,TAG inh DAPI viability
C#CCOCCOCCOCCNc1nc(N2CCN(C(=O)Cn3cc(CCCN=C(N)N)nn3)CC2)nc(N2CCN(C(=O)[C@H](CCCCN)n3cc(CCCC)nn3)CC2)n1,-7.7,4.9
CCC[C@@H](CN1CCC[C@H]1CN1C(N)=NC[C@H]1CC(C)C)N1C[C@@H]([C@H](C)CC)N(CCc2ccc(Cl)c(Cl)c2)C1=N,-5.6,21.2
CCN1CCN(c2ccc(S(=O)(=O)N3CCCCC3)cc2NC(=O)c2cccc(F)c2)CC1,9.3,1.1
O=C1CC(c2ccccc2)=C(c2ccccc2)C1c1ccccc1 (stereo not drawn),7.0,-0.4
COC(/C=C/Nc1ccc(Cl)cc1)=C(C#N)C#N,-8.0,-0.2
Nc1ccnc(=O)[nH]1,1.4,2.0

# (cont.)
SMILES,TAG inh,TAG inh DAPI viability
COc1ccccc1C(=O)Nc1nc(N)n(-c2ccccc2)n1,-0.9,10.3
COc1ccc(OC)c(NC(=O)Nc2cc(C(=O)O)ccc2C)c1,-1.9,-2.4
COc1ccc(OC)c(NC(=O)C(C#N)=Cc2ccco2)c1,2.2,4.6
COc1cccc(NC=C2C(=O)OC3(CCCCC3)OC2=O)c1,20.1,-17.7
Cc1nn(C)cc1CN(C)C(=O)c1nn2c(c1Br)NC(c1cccs1)CC2C(F)(F)F (stereo not drawn),-10.3,-1.3
CCCc1nnc(NC(=O)NCCN2C(=O)C3C4C=CC(C4)C3C2=O)s1 (stereo not drawn),0.4,-5.6
Cc1n[nH]c(=O)c2c(NC(=O)COC(=O)Cc3ccc(Cl)cc3Cl)oc(C)c12,11.4,-6.8
Cc1nn(C)c(C)c1NS(=O)(=O)c1ccc(Cl)cc1,-12.1,7.9
CCOC(=O)N(C)C[C@@H]1OCc2cnnn2CCCC(=O)N([C@H](C)CO)C[C@H]1C,-1.6,5.5
O=C(CCN1CCN(c2ccc(F)cc2)CC1)Nc1ccc(F)cc1,1.5,10.5
O=S(=O)(c1ccc(SCCOc2ccc(F)cc2)nc1)N1CCCC1,-44.6,1.0
FC(F)(F)c1cccc(-c2nnc3ccc(C(F)(F)F)cn23)c1,7.7,-8.5
Cc1ccc(C(F)(F)F)cc1NC(N)=S,-7.1,-0.4
COc1ccc(C(CNC(=O)c2oc3ccc(OC)cc3c2C)N2CCCC2)cc1 (stereo not drawn),10.2,13.3
COC(=O)C(C)Sc1nc(N)c(NC(=O)c2ccco2)c(=O)[nH]1 (stereo not drawn),14.8,-2.9
CN(CC(=O)Nc1ccc(Cl)cc1)C(=O)CNC(=O)c1ccc(Br)o1,-14.1,-4.0
Clc1ccc(-c2csc(N3CCc4ccccc4C3)n2)cc1,-19.2,10.4
COc1cc(C(=O)NCCOc2cc(C)cc(C)c2)c(Br)c(OC)c1OC,26.4,-9.1
CCCS(=O)(=O)NC(=O)C1(C)CCN(C(=O)c2ccc(F)c(C)c2)C1 (stereo not drawn),-1.6,0.9
Oc1oc(-c2ccccc2)nc1/C=N/c1ccccn1,-1.7,10.7
Cc1ccc(S(=O)(=O)N2CCN(c3ccc(S(=O)(=O)N4CCOCC4)cn3)CC2)cc1,4.6,-9.2
COCCCn1c(=N)c(C(N)=S)cc2c(=O)n3cccc(C)c3nc21,34.7,12.0
CCn1c(SCC(=O)n2nc(C)cc2C)nnc1-c1ccc2c(c1)OCO2,-10.4,-6.5
CCOC(=O)c1ccc(NC(=O)c2ccc3c(c2)C(=O)N(Cc2cccnc2)C3=O)cc1,-18.4,67.0
Cn1c(=O)c2c(nc(OCc3ccc4c(c3)OCO4)n2Cc2ccccc2Cl)n(C)c1=O,15.1,-19.8
CCc1nc2c(OCC3COc4ccccc4O3)cccn2c1N(C)C(=O)c1cccc(OC)c1 (stereo not drawn),3.0,-5.7
COCCNc1nc2cc(-c3ccc(F)cc3)sc2c(=O)n1C,17.1,5.3
C=Cc1ccc(CC2(C)C(=O)Nc3ccc(-c4cccnc4)cc32)cc1 (stereo not drawn),-26.6,5.3

# From PubChem BioAssay

# Some of the compounds tested; rates above refer to the full screens.
